# Neddyl block: inhibitors of human cullin neddylation; TR-FRET cullin neddylation, biochemical; AID 651699; 0.58% of 360,000 active; calls only at 25 µM; P61081+Q13564; in the data active = inhibition above about 36%
# NadD block: NadD (S. aureus) enzyme inhibition | purified NadD enzyme, colorimetric absorbance read-out | inhibition, % at 20 µM | 0.78% of 360,000 active | AID 602399; in the data active = inhibition above about 26%; note: some compounds past the cut are filed as inactive
# Scp-1 inhibitor: Scp-1 (human) phosphatase inhibition; AID 493091; inhibition, % at 20 µM; Q9GZU7; Recombinant Scp1, phosphopeptide, malachite green phosphate absorbance; 0.88% of 340,000 active;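 active = inhibition above about 50% at 20 µM, limit read from the data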;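 note: plate controls were DMSO wells with enzyme for no effect and wells lacking enzyme for full effect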
#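 Test system – truncated SCP-1 phosphatase (76-261aa) · Reagent – Phosphorylated 17-residue peptide substrate · Incubation – 45 min room-temperature reaction, 5 min colour, 30 min stabiliser · Detection – colorimetric phosphate reagent with accelerator and stabiliser, absorbance at 630 nm · Measure – % inhibition at 20 µM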
# Rin1-Abl PPI inh: human Rin1-Abl interaction inhibition; P00519+Q13671; TR-FRET Rin1/Abl binding, biochemical; inhibition, % at 7.35 µM; 0.4% of 360,000 active; AID 588664; in the data active = inhibition above about 5%, passing the limit was not always enough
# SUMO1 PPI mod: alters human SUMO1 binding to SIM partners | SUMO1 binding to a labelled peptide, TR-FRET, 1 h | 0.33% of 360,000 active | P63165 | inhibition, % at 20 µM; in the data active = inhibition above about 37%
# Target sequence (P63165 whole entry, looked up): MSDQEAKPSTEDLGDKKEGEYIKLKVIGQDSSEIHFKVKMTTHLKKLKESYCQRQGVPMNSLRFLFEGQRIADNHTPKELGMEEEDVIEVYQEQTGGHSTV
# CSN deneddyl inh: blocks human CSN-mediated cullin deneddylation | Q92905 | Purified CSN, SCF-Nedd8-OG deneddylation, fluorescence polarization | inhibition, % at 12.5 µM | 0.38% of 360,000 active | AID 651999;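 active = pattern-corrected inhibition above about 35%, with an unprinted fluorescence ratio check between 0.5 and 1.5, limit read from the data, passing the limit was not always enough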;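 note: 0% = enzyme with substrate and 100% = substrate without enzyme; some results filed as inactive read as strong as hits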
# Target sequence (Q92905 whole entry, looked up, one chain of several): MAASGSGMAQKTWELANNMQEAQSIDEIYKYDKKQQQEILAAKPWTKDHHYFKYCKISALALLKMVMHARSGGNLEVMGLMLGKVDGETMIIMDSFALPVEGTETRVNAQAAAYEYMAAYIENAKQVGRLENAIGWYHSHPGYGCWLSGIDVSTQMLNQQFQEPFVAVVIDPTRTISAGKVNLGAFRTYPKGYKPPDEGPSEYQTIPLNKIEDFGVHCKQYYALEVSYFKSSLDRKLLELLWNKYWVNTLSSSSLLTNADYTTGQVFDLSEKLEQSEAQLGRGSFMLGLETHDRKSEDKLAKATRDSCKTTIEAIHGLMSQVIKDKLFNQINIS
#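 assay system = purified human Csn5 enzyme expressed in HEK293T cells | amount = 0.24 nM enzyme | buffer or medium = Tris/NaCl/DTT buffer, pH 7.5 | reagent = 10 nM SCFSkp2-Nedd8OG | compound = one concentration, 12.5 µM, 0.25% DMSO | times = 90 min reaction at room temperature | signal = FP | read-out basis = % inhibition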
# Rpn11 block: Rpn11 (human) deubiquitinase inhibition | O00487 | human 26S proteasome, Ub4-pepOG fluorescence polarization; 20S core pre-blocked with epoxomicin | calls only at 20 µM | 0.59% of 360,000 active;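 active = inhibition at 20 µM, scaled to each plate's controls, above about 33%, limit read from the data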
# STEP inh: blocks human striatal-enriched tyrosine phosphatase; P54829; recombinant STEP, OMFP fluorogenic substrate, fluorescence; inhibition, % at 20 µM; 0.25% of 360,000 active;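 active = inhibition at 20 µM, scaled per plate between control wells, above about 37%, limit read from the data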;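 note: 0% = DMSO with enzyme and substrate and 100% = substrate only without enzyme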
# Target sequence (P54829 whole entry, looked up): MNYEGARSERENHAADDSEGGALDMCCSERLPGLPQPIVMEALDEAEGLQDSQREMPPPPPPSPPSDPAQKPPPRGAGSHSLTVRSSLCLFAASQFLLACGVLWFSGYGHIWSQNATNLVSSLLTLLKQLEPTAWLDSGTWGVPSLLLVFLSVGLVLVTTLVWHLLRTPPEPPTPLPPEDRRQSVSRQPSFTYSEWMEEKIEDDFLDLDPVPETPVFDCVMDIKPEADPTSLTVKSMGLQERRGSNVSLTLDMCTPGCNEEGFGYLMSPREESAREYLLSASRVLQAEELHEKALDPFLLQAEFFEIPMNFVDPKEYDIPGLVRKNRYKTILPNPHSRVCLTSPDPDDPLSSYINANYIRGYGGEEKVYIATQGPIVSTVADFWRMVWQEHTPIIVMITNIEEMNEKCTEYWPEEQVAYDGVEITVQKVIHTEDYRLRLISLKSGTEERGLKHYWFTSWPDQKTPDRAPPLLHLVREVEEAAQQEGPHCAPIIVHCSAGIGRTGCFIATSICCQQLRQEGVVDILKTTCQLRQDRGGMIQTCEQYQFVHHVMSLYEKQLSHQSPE
#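 System: isolated STEP enzyme; schedule: 20 min enzyme reaction at room temperature, protected from light; medium: Bis-Tris buffer pH 6.0, 2.5 mM DTT, 0.005% Tween 20; signal: fluorescence, 480/540 nm; dosing: single compound dose of 20 µM, 1% DMSO final; also added: OMFP substrate, 25 µM final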
# LMPTP block: LMPTP (human) inhibition; P24666; recombinant LMPTP-A, OMFP fluorogenic substrate, fluorescence intensity; inhibition, % at 20 µM; 0.22% of 360,000 active; AID 651560;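 active = compounds that cut the enzyme signal by at least half of the control window in the single-dose screen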;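 note: plate controls were DMSO wells with enzyme plus substrate for no effect and substrate without enzyme for full effect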
#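 Test system – LMPTP-A phosphatase enzyme · Quantity – 0.625 nM LMPTP-A final · Reagent – OMFP substrate, 400 µM final · Dosing – one test concentration per compound, 20 µM, with 3% DMSO overall · Timing – 50 min enzyme reaction at room temperature, protected from light · Detection – fluorescence intensity · Controls – substrate-only low control, DMSO enzyme-plus-substrate high control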
# DNMT1 inh: DNMT1 (human) enzyme inhibition; P26358; inhibition (reported as % activation of signal), % at 10 µM; DNMT1 molecular beacon, Hinp1I cleavage, fluorescence; 0.83% of 360,000 active; AID 588458; in the data active = inhibition above about 50%
# * hit, by the source's call; i = inactive; nt = no result given.
SMILES,Neddyl block,NadD block,Scp-1 inhibitor,Rin1-Abl PPI inh,SUMO1 PPI mod,CSN deneddyl inh,Rpn11 block,STEP inh,LMPTP block,DNMT1 inh
CCN(CCO)c1ncnc2c1sc1nc(C(C)C)c3c(c12)CC(C)(C)OC3,i,-6.9,8.1,-0.5,-4.1,0.6,i,-0.1,1.4,-0.1
CCn1cc(C(=O)O)c(=O)c2cc(F)c(N3CCN(C(=S)NC(=O)c4ccccc4Cl)CC3)cc21,i,7.9,-10.7,-1.4,26.6,-4.4,i,6.5,62.5*,-0.2
O=C(Nc1cccc(O)c1)C1CC(c2ccc(Cl)cc2)=NO1 (stereo not given),i,-1.4,-7.0,2.4,2.3,-0.1,i,0.3,0.6,-0.1
COc1ccccc1/C=C/C=N/n1c(-c2ccc(Cl)cc2Cl)n[nH]c1=S,i,28.0*,-10.9,-0.1,-2.6,27.1,i,1.5,3.2,8.3
COc1ccc(C(=O)N2CCCC(c3nc(-c4cccs4)no3)C2)cc1OC (stereo not given),i,10.9,-4.4,0.5,-0.1,-3.6,i,1.2,-1.7,-2.9
CCC(=O)Nc1ccc(NC(=O)c2ccccc2)nc1,i,-1.2,-4.7,4.4,2.4,1.0,i,0.9,-0.9,0.6
O=C(Nc1sc2c(c1C(=O)O)CCCC2)c1ccccc1Cl,i,0.2,-10.4,0.0,3.6,1.6,i,3.0,-0.1,-0.6
CCOC(=O)N(C)C[C@H]1OCc2cn(nn2)CCCC(=O)N([C@H](C)CO)C[C@@H]1C,i,4.5,nt,-3.3,1.4,2.9,i,-3.2,-2.0,3.2
COCCN(C(=O)c1ccccc1Oc1ccccc1)c1c(N)n(CC(C)C)c(=O)[nH]c1=O,i,7.1,-5.7,3.0,1.5,4.8,i,-1.4,-0.8,2.2
COc1ccc(C(C(=O)NCc2ccccc2)N(C(=O)c2snc(C(N)=O)c2N)C2CCCC2)cc1 (stereo not given),i,-1.7,-4.8,-0.5,-6.8,1.5,i,0.3,2.4,-2.4
O=C1NC2(CCSC2)C(=O)N1CC(=O)N(Cc1ccccc1)C1CCS(=O)(=O)C1 (stereo not given),i,2.5,-10.4,0.3,-1.9,1.5,i,4.4,0.1,-0.8
NS(=O)(=O)c1ccc(CCNS(=O)(=O)Cc2ccc(Cl)cc2)cc1,i,-1.0,-2.8,0.7,7.1,-1.0,i,-2.6,0.1,-0.1
CCn1ccnc1CN(C)C(=O)C1CCC(=O)N(Cc2cccc(F)c2)C1 (stereo not given),i,0.7,1.1,0.7,3.2,-1.7,i,0.2,0.2,0.1
O=C(CCN1CCc2ccccc2C(O)(c2ccccc2)C1)c1ccc2c(c1)OCCO2 (stereo not given),i,-0.3,0.6,0.9,0.4,9.7,i,-4.2,0.4,-2.8
O=C(Nc1ccc(OCCO)cc1)c1csc([C@@H]2O[C@H](CO)[C@H](O)[C@H](O)[C@H]2O)n1,i,3.4,nt,-0.7,9.0,-4.8,i,-3.4,-1.5,3.4
COc1cccc(/C=N/NC(=O)CCC(=O)Nc2ccc(Br)cc2)c1,i,-4.0,-7.3,3.6,-0.8,-2.1,i,0.8,0.3,3.3
CN(C)S(=O)(=O)c1ccc(C(=O)Nc2nnc(-c3cccs3)o2)cc1,i,17.8,-8.6,-1.5,1.3,-1.2,i,-0.1,-1.5,2.0
Cc1ccc(C(=O)Nc2ncccc2C)cc1S(=O)(=O)N1CCCCC1,i,6.5,1.0,-1.5,-38.9,-2.9,i,-1.2,-9.9,-4.2
CC(=O)N1CCOc2ccc(S(=O)(=O)N(C)c3ccc(C)cc3)cc21,i,-1.4,-1.7,0.5,4.6,2.0,i,1.2,-0.2,1.0
O=C(COC(=O)COc1ccccc1[N+](=O)[O-])Nc1ccccc1Br,i,1.0,7.0,-0.9,-7.3,-4.4,i,-0.2,-0.7,8.2
CC1=C(C(=O)N2CCOCC2)CC(CC(=O)NCCc2ccccn2)C(=O)N1Cc1ccc(C(C)(C)C)cc1 (stereo not given),i,3.0,nt,0.3,1.6,-0.9,i,-1.3,-0.7,2.6
COC(=O)c1c(NC(=O)c2ccco2)sc(C(=O)N(C)C)c1C,i,4.3,1.6,-4.8,2.4,6.0,i,0.2,1.0,-1.1
COc1cccc(CC(=O)N(CCC2=CCCCC2)c2c(N)n(Cc3ccccc3)c(=O)[nH]c2=O)c1,i,2.5,-11.3,3.7,-1.3,0.7,i,-1.3,-0.8,-1.8
Cc1cc(C)c(N(C(=O)c2csnn2)C(C(=O)NC2CCCC2)c2ccncc2)c(C)c1 (stereo not given),i,-6.0,2.6,1.4,1.8,-3.9,i,-1.4,-3.1,2.4
COc1ccc(C(=O)NNC(=S)NC(=O)/C=C/c2cccs2)cc1,i,8.7,-11.8,0.3,-6.9,-12.2,i,3.9,0.6,0.9
COc1ccc(-c2[nH]ncc2CN2CCC(OCc3ccccc3)CC2)c(F)c1,i,-4.3,-5.3,3.9,1.4,-11.2,i,0.4,0.9,0.0
O=C(NCc1ccc(F)cc1)c1cc(C2CCCCN2C(=O)c2ccccn2)on1 (stereo not given),i,3.1,nt,-2.1,-0.4,-3.0,i,-0.8,-0.9,4.5
COC(C[C@@H]1O[C@@H]1[C@H](O)COCc1ccccc1)OC,i,-5.7,0.8,2.4,7.3,1.7,i,4.2,-1.2,2.5
O=c1nc(N2CCOCC2)nc(N/N=C/c2ccc3c(c2)OCO3)[nH]1,i,-22.9,-0.3,-2.6,-2.8,3.2,i,1.4,-1.9,4.0
O=S1(=O)CCOC[C@H](CC2CCCCC2)N1Cc1ccccc1F,i,-7.0,-8.1,0.1,7.7,-8.5,i,1.8,2.6,0.7

# Given with values under each structure: entries from further up.
# Second line of a record: Neddyl block | NadD block | Scp-1 inhibitor | Rin1-Abl PPI inh | SUMO1 PPI mod | CSN deneddyl inh | Rpn11 block | STEP inh | LMPTP block | DNMT1 inh
CN(C)S(=O)(=O)c1ccc(C(=O)Nc2nnc(-c3cccs3)o2)cc1
    i | 17.8 | -8.6 | -1.5 | 1.3 | -1.2 | i | -0.1 | -1.5 | 2.0
Cc1ccc(C(=O)Nc2ncccc2C)cc1S(=O)(=O)N1CCCCC1
    i | 6.5 | 1.0 | -1.5 | -38.9 | -2.9 | i | -1.2 | -9.9 | -4.2
CC(=O)N1CCOc2ccc(S(=O)(=O)N(C)c3ccc(C)cc3)cc21
    i | -1.4 | -1.7 | 0.5 | 4.6 | 2.0 | i | 1.2 | -0.2 | 1.0
O=C(COC(=O)COc1ccccc1[N+](=O)[O-])Nc1ccccc1Br
    i | 1.0 | 7.0 | -0.9 | -7.3 | -4.4 | i | -0.2 | -0.7 | 8.2
CC1=C(C(=O)N2CCOCC2)CC(CC(=O)NCCc2ccccn2)C(=O)N1Cc1ccc(C(C)(C)C)cc1 (stereo not given)
    i | 3.0 | nt | 0.3 | 1.6 | -0.9 | i | -1.3 | -0.7 | 2.6
COC(=O)c1c(NC(=O)c2ccco2)sc(C(=O)N(C)C)c1C
    i | 4.3 | 1.6 | -4.8 | 2.4 | 6.0 | i | 0.2 | 1.0 | -1.1
COc1cccc(CC(=O)N(CCC2=CCCCC2)c2c(N)n(Cc3ccccc3)c(=O)[nH]c2=O)c1
    i | 2.5 | -11.3 | 3.7 | -1.3 | 0.7 | i | -1.3 | -0.8 | -1.8
Cc1cc(C)c(N(C(=O)c2csnn2)C(C(=O)NC2CCCC2)c2ccncc2)c(C)c1 (stereo not given)
    i | -6.0 | 2.6 | 1.4 | 1.8 | -3.9 | i | -1.4 | -3.1 | 2.4
COc1ccc(C(=O)NNC(=S)NC(=O)/C=C/c2cccs2)cc1
    i | 8.7 | -11.8 | 0.3 | -6.9 | -12.2 | i | 3.9 | 0.6 | 0.9
COc1ccc(-c2[nH]ncc2CN2CCC(OCc3ccccc3)CC2)c(F)c1
    i | -4.3 | -5.3 | 3.9 | 1.4 | -11.2 | i | 0.4 | 0.9 | 0.0
O=C(NCc1ccc(F)cc1)c1cc(C2CCCCN2C(=O)c2ccccn2)on1 (stereo not given)
    i | 3.1 | nt | -2.1 | -0.4 | -3.0 | i | -0.8 | -0.9 | 4.5

# Continued.
SMILES,Neddyl block,NadD block,Scp-1 inhibitor,Rin1-Abl PPI inh,SUMO1 PPI mod,CSN deneddyl inh,Rpn11 block,STEP inh,LMPTP block,DNMT1 inh
Nc1c(-c2ccccc2)cnn1-c1ccc(C(=O)O)cc1,i,-5.0,7.5,-0.9,0.7,-2.8,i,0.8,-1.3,0.3
CCN(CC)S(=O)(=O)c1ccc(C(=O)NCC2(N3CCOCC3)CCCCC2)cc1,i,-2.4,-3.4,-2.4,1.5,0.1,i,-2.9,-0.5,-0.4
Cc1cc(C)cc(CSCC(=O)N/N=C/c2ccc(OCC(=O)NCc3ccco3)cc2)c1,i,5.9,4.7,-4.7,-7.3,-0.7,i,-0.3,0.9,-8.8
C[C@@H](C(=O)CC(=O)OC(C)(C)C)[C@@H](O)c1c(F)cccc1Cl,i,1.1,-11.2,1.3,1.1,0.5,i,-2.4,1.2,-2.5
C=CCN1CCN(C(=O)CCCc2ccccc2)CC1,i,1.1,-2.8,1.1,0.9,-3.7,i,0.2,-0.8,0.8
CN(C)CCCN1C(=O)c2cccc3c(Br)ccc(c23)C1=O,i,0.4,-7.0,-8.4,-19.7,4.6,i,2.8,6.5,41.0
CC(=O)c1cccc(NC(=O)C2Cc3c(-c4cccc(F)c4)ccnc3O2)c1 (stereo not given),i,-4.4,nt,-1.4,5.6,0.7,i,2.0,-0.3,-3.9
O=C(Nc1ccc(O)c(-c2nc3ccccc3o2)c1)C1(c2ccc(Cl)cc2)CCCC1,i,11.5,-15.5,0.9,-6.4,-3.9,i,4.5,0.9,3.6
O=C(Nc1cc([N+](=O)[O-])ccc1F)C1CC1,i,2.4,-2.7,-3.1,-12.1,4.9,i,-0.2,-1.4,7.4
O=C(Nc1nccs1)c1ccc(Br)cc1,i,-7.7,-5.1,1.2,-2.0,0.2,i,0.0,0.6,4.2
Cc1ccc(NC(=O)Cc2nnc(SCC(=O)NC3CCCC3)n2C)cc1C,i,-3.6,-7.1,-2.0,1.5,3.1,i,0.4,-0.8,-2.0
NCCNc1cc(N2CCCC2)ccc1[N+](=O)[O-],i,-1.2,-3.7,-9.7,-28.3,-1.2,i,-0.7,1.7,2.7
CC1CN(C(=O)c2cccc(S(=O)(=O)NCc3ccccc3)c2)CC(C)O1 (stereo not given),i,0.7,-8.6,0.4,-34.2,0.2,i,0.9,-10.1,1.2

# Screening results (PubChem)
